# High-throughput results deposited in PubChem BioAssay by several laboratories.
# STAT3 activator: activators of IL-6 induced STAT3 signaling | 190,000 compounds, 0.91% hits | activation (% of control), % at 5.6 µM | U3A cells, IL-6 STAT3-luciferase reporter, luminescence; 100% = signal with IL-6 EC80 alone;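 active = activation above the screen-wide mean of compound activation plus 3 SD, cut at about 130% in these data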;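 note: 0% = background luminescence of wells with medium and substrate only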
#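 Assay system – human STAT1-deficient U3A cells with stable STAT3-luciferase reporter · Also added – IL-6 (33 ng/mL) · Schedule – compound 1 h, then IL-6 6 h at 37 °C · Technique – reporter luminescence signal · Evaluation – % activation versus median of IL-6-stimulated wells · Benchmarks – IL-6-only wells as 100% reference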
# ROMK mod: modulators of human ROMK potassium channel. P48048. Tet-inducible ROMK, thallium flux fluorescence; actives lie on both sides. B-score at 10 µM. 130,000 compounds, 2% hits;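 active = signal ratio slope over the read window, or its plate-corrected B-score, at least 3 SD from the plate mean, either direction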;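 note: B-score of the F/F0 ratio slope over 7 to 12 s after thallium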
# Target sequence (P48048 whole entry, looked up): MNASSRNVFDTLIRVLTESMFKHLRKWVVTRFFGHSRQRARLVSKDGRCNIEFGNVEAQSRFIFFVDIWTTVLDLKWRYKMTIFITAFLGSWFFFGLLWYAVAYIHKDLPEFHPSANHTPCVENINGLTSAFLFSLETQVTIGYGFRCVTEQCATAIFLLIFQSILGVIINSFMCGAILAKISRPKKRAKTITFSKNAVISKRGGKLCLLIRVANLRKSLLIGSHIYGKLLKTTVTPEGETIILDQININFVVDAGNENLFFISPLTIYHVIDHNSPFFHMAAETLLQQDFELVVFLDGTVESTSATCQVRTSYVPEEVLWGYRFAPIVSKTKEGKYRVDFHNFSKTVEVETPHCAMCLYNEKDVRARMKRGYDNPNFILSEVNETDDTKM
# bIAP inhibitor: intestinal alkaline phosphatase (bovine) inhibition; inhibition, % at 20 µM; purified bovine IAP, CDP-star luminescence, 30 min; 190,000 tested, under 10 active; AID 1019;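 active = over 50% inhibition of intestinal alkaline phosphatase at 20 µM in the single-dose screen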
#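 Incubation: 30 min reaction at room temperature / Material: purified bovine intestinal alkaline phosphatase (IAP) enzyme / Input: enzyme at 1/65,000,000 dilution / Dosing: 20 µM single dose / Signal: CDP-star luminescence signal / Reagent: CDP-star chemiluminescent phosphatase substrate, 30 µM final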
# PPARg SRC-2 ag: agonists of SRC-2 recruitment by human PPARgamma; PPARgamma LBD-SRC-2 recruitment, biochemical; 200,000 compounds, 0.34% hits; activation, % at 8 µM; P37231; in the data active = activation above about 22%;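 note: 0% = vehicle and 100% = reference agonist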
# STAT3 blocker: STAT3 signaling inhibition | inhibition, % at 5.5 µM | U3A cells, IL-6 STAT3-luciferase reporter, luminescence; host cell line lacks STAT1 | 190,000 compounds, 0.89% hits;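 active = inhibition above the mean inhibition across all screened compounds plus 3 SD, cut at about 44% in these data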;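 note: 0% = DMSO only wells and 100% = 100 µM nifuroxazide control wells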
# TR-FRET SRC-2 ct: flags TR-FRET format artefacts in PPARgamma SRC-2 recruitment agonist screen | TR-FRET artefact counter-screen; active compounds read high | TR-FRET ratio at 8 µM | 200,000 compounds, 0.4% hits; in the data active = TR-FRET ratio above about 2000; note: inactives centre near 1500
# PPARg SRC1 recr: promotes SRC-1 coactivator recruitment by human PPARgamma; PPARgamma-SRC-1 coactivator recruitment biochemical assay; P37231; 200,000 compounds, 0.41% hits; activation, % at 8 µM; AID 631; in the data active = activation above about 19%;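 note: 0% = DMSO and 100% = reference agonist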
# bIAP act: intestinal alkaline phosphatase (bovine) activation; purified bovine IAP, CDP-star luminescence, 30 min; active compounds read high; fold of DMSO-control signal, blank-subtracted; 200,000 compounds, 0.17% hits; activation factor at 20 µM;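 active = activation factor of 2 or more at 20 µM, a signal rise over negative controls twice the positive control's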
# PPARg SRC-3 ag: agonists of human PPARgamma SRC-3 coactivator recruitment; AID 731; 200,000 compounds, 0.26% hits; activation, % at 8 µM; P37231; biochemical PPARgamma/SRC-3 coactivator recruitment assay; in the data active = activation above about 23%;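 note: 0% = DMSO and 100% = reference agonist; some compounds past the cut are filed as inactive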
# STAT1 blocker: inhibitors of IFN-gamma induced STAT1 signaling; NIH 3T3 STAT1-luciferase reporter, luminescence; inhibition, % at 5.5 µM; 200,000 compounds, 0.35% hits; AID 920;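 active = inhibition above a set limit, the mean inhibition across all tested compounds plus 3 SD, cut at about 34% in these data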;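 note: 0% = IFN-gamma with DMSO and 100% = IFN-gamma with 300 µM nifuroxazide; values of inactives mirror those of a sister screen read the other way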
# TNAP act hi DEA: activators of human TNAP at high phosphate acceptor concentration; P05186; purified TNAP, CDP-star luminescence, 1 M DEA, 30 min; active compounds read high; 0 = EDTA background, 1 = DMSO-only activity; activation factor at 20 µM; 200,000 tested, under 10 active; AID 1136;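 active = activation factor at least 2 at 20 µM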
# Target sequence (P05186 whole entry, looked up): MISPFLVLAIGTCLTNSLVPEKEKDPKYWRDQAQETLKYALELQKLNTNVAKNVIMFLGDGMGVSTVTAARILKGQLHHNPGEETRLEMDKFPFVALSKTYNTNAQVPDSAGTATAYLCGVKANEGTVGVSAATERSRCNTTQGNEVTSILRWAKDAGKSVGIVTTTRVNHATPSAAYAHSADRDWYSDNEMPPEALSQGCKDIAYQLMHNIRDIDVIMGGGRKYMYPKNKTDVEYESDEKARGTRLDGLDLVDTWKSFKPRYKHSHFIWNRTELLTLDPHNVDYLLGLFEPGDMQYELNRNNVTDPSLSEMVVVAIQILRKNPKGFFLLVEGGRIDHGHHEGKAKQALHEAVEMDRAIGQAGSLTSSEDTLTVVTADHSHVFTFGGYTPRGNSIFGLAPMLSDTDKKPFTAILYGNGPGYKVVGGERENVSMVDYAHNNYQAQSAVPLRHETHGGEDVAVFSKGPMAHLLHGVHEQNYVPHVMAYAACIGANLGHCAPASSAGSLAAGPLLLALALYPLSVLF
#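 Test system – human TNAP · Doses – 20 µM single point · Incubation – 30 min, room temperature · Signal – luminescent substrate turnover signal · Read-out basis – activation factor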
# Numbers without * were called inactive; · = no result given.
molecule	STAT3 activator	ROMK mod	bIAP inhibitor	PPARg SRC-2 ag	STAT3 blocker	TR-FRET SRC-2 ct	PPARg SRC1 recr	bIAP act	PPARg SRC-3 ag	STAT1 blocker	TNAP act hi DEA
CCC(=O)N1CCN(c2ccc(Cl)cc2NC(=O)c2ccc(N3CCCC3)c([N+](=O)[O-])c2)CC1	99	·	-1	-9	9	1453	5	1	0	-8	1
O=C(NCCc1ccccc1)C1CCCN1C(=O)NCc1ccccc1 (centres undefined)	107	-0.67	7	1	-3	1280	3	0.9	3	1	1
O=C(NCc1ccccc1)c1ccc(F)c(S(=O)(=O)N2CCOCC2)c1	104	·	9	5	-1	1622	7	0.9	2	-1	1
CCOC(=O)c1c(C)nc2c(c1C)/C(=N/O)CC(C)(C)C2	96	-0.71	6	4	12	1419	9	0.9	6	2	1.1
COc1cc([N+](=O)[O-])ccc1NC(=O)Cc1ccc(F)cc1	91	-0.8	5	7	12	1454	13	0.9	3	-1	1
COc1ccccc1CN(CC(=O)NCc1ccco1)C(=O)CNS(=O)(=O)c1ccccc1	99	-0.73	11	-7	5	1464	1	0.9	-6	-1	1.1
CC1=NN(c2ccccc2)C(=O)C1N=Nc1ccc(N)cc1 (centres undefined)	97	·	48	4	8	1433	12	0.5	6	2	0.8
CC12CCC(C(=O)Nc3ncc([N+](=O)[O-])s3)(OC1=O)C2(C)C (centres undefined)	92	·	3	-9	14	1467	1	1	12	9	1
CCOC(=O)c1c(C)c(C(=O)NCCCOC(C)C)c(C)n1C	107	·	3	-3	-1	1391	-4	1	-5	-13	1
COc1ccc(Nc2oc(COc3ccc(C)cc3)nc2C#N)cc1	93	-1.4	11	-3	11	1367	5	0.9	-11	13	1
COc1ccc2c(Cl)c(C(=O)NCCCn3ccnc3)sc2c1Cl	85	·	14	4	22	1582	6	0.9	7	5	1
Cc1nc(SCC(=O)Nc2ccccc2)c2oc3ccccc3c2n1	91	·	3	-2	12	1248	-1	1	-3	2	1
CCCC(=O)NC(=S)NNC(=O)c1ccc([N+](=O)[O-])cc1	105	0.00012	30	3	-5	1460	2	0.7	7	8	1
CN(C(=O)c1cc2n(n1)C(C(F)(F)F)CC(c1ccco1)N2)c1ccc(OC(F)(F)F)cc1 (centres undefined)	97	0.0017	14	-8	8	1573	1	0.9	3	3	1
O=C(OC(C(=O)NCC1CCCO1)c1ccc(F)cc1)c1ccco1 (centres undefined)	97	0.01	7	-2	9	1550	-2	0.9	8	-7	1
CC(OC(=O)C1=NNC(=O)CC1)C(=O)Nc1ncc(Cl)cc1Cl (centres undefined)	95	0.00023	4	4	12	1639	3	1	2	-3	1
CNC(=O)c1ccc(N(Cc2ccccc2)S(C)(=O)=O)cc1	107	·	12	6	-8	1718	7	0.9	-4	-1	1
CC(C)N(Cc1nnc(-c2ccccc2Cl)o1)C(=O)c1cccc(C#N)c1	99	0.051	-3	-8	9	1385	1	1	4	0	1
CC(C)CC(C(=O)Nc1ccccc1)N1C(=O)C2C3C=CC(C3)C2C1=O (centres undefined)	102	0	-4	1	4	1604	6	1	3	12	1
COc1ccc(OC)c(N(CC(=O)NC2CC2)S(=O)(=O)c2ccc(C)cc2)c1	111	·	-15	-4	-5	1384	3	1.2	-2	-11	1
CN(C)/C=C(/C(=O)c1ccc(Cl)c(Cl)c1)S(C)(=O)=O	99	-1.1	-10	4	8	1465	-1	1.1	5	2	1.1
O=C(CCC1CCCN(C(=O)c2cccs2)C1)N1CCN(c2ccccn2)CC1 (centres undefined)	93	0.78	-4	5	10	1713	5	1	7	1	1
COC(=O)CCN(C(=O)C12CC3CC(CC(C3)C1)C2)c1ccccn1	114	0.38	-3	-2	-9	1492	5	1	2	5	1
CCOc1ccc(NC(=O)CN(C)CC(=O)NC2CCCc3ccccc32)cc1OCC (centres undefined)	101	·	-28	4	-2	1599	10	1.3	7	14	1
COc1ccc(C(=O)Nc2ccccc2NC(=O)c2ccco2)cc1OC	103	0.33	0	4	2	1546	3	1	-2	0	1
O=C(N[C@@H](Cc1c[nH]c2ccccc12)C(=O)NC1CC1)c1ccccc1Cl	122	0.42	17	-2	-25	1604	-4	0.8	-3	-28	1
CC(C)c1ccccc1NC(=S)NCc1ccccc1F	100	0.53	-9	-1	-2	1546	6	1.1	2	2	1
COc1ccc2cc(C3CC(c4ccco4)=NN3C(=O)CCC(=O)O)c(Cl)nc2c1 (centres undefined)	102	-0.023	9	9	6	1711	4	0.9	1	-3	1
CC(C)(C)C(=O)[C@H]1[C@H](c2ccccc2)[C@@]2(N=C(c3ccccc3)OC2=O)C2c3ccccc3C=NN21 (some centres undefined)	116	·	-2	-4	-14	1602	7	1	-5	-10	1
COc1cccc(C(=O)C2CCCN(CC3=Cc4cc(OC)ccc4OC3)C2)c1 (centres undefined)	92	-0.032	-5	3	14	1475	5	1	4	5	1

# Shown as labelled records: 2 of the compounds above
CCOC(=O)c1c(C)nc2c(c1C)/C(=N/O)CC(C)(C)C2
  STAT3 activator = 96	ROMK mod = -0.71	bIAP inhibitor = 6	PPARg SRC-2 ag = 4	STAT3 blocker = 12	TR-FRET SRC-2 ct = 1419	PPARg SRC1 recr = 9	bIAP act = 0.9	PPARg SRC-3 ag = 6	STAT1 blocker = 2	TNAP act hi DEA = 1.1
COc1cc([N+](=O)[O-])ccc1NC(=O)Cc1ccc(F)cc1
  STAT3 activator = 91	ROMK mod = -0.8	bIAP inhibitor = 5	PPARg SRC-2 ag = 7	STAT3 blocker = 12	TR-FRET SRC-2 ct = 1454	PPARg SRC1 recr = 13	bIAP act = 0.9	PPARg SRC-3 ag = 3	STAT1 blocker = -1	TNAP act hi DEA = 1

# Individual results from the results shown.
# Value for CCOC(=O)c1c(C)c(C(=O)NCCCOC(C)C)c(C)n1C in PPARg SRC-3 ag: -5
# Value for CNC(=O)c1ccc(N(Cc2ccccc2)S(C)(=O)=O)cc1 in STAT3 blocker: -8
# Value for COc1ccc2cc(C3CC(c4ccco4)=NN3C(=O)CCC(=O)O)c(Cl)nc2c1 (centres undefined) in bIAP inhibitor: 9
# Value for O=C(NCc1ccccc1)c1ccc(F)c(S(=O)(=O)N2CCOCC2)c1 in PPARg SRC-2 ag: 5
# Value for COc1ccc(Nc2oc(COc3ccc(C)cc3)nc2C#N)cc1 in bIAP inhibitor: 11
# Value for COc1ccc(C(=O)Nc2ccccc2NC(=O)c2ccco2)cc1OC in PPARg SRC-2 ag: 4

# (further entries)
molecule	STAT3 activator	ROMK mod	bIAP inhibitor	PPARg SRC-2 ag	STAT3 blocker	TR-FRET SRC-2 ct	PPARg SRC1 recr	bIAP act	PPARg SRC-3 ag	STAT1 blocker	TNAP act hi DEA
O=C(/C=C/c1ccc(Br)cc1)NC(=S)Nc1ccc(S(=O)(=O)Nc2nccs2)cc1	98	·	18	7	-3	1368	2	0.8	-8	-12	1
C=COCCNC(=S)Nc1ccccc1	99	·	3	7	3	1705	-2	1	5	6	1.1
O=C(OCC(=O)N1CCc2ccccc2C1)c1cccs1	98	-0.31	1	-4	2	1398	-8	1	2	-18	1
O=C(OCc1nnc(-c2ccccc2)o1)c1cc(F)c(F)cc1Cl	97	-0.25	7	-1	5	1649	11	0.9	1	12	1
COc1ccc(C2=NOC(C(=O)NCc3cccs3)C2)cc1 (centres undefined)	103	3.8*	3	3	2	1434	-12	1	-2	-4	1
COc1ccc(NC(=O)CCS(=O)(=O)c2cccc3nonc23)c(OC)c1	102	·	5	2	4	1555	3	0.9	-2	3	1
COCCCN1CCc2[nH]c(=S)[nH]c(=O)c2C1	87	·	11	3	18	1571	0	0.9	3	3	1
O=C(Cn1nnc(-c2cccs2)n1)N1CCc2ccccc2C1	94	·	18	3	13	1692	9	0.8	4	-3	1.1
CCC(CC)C(=O)Nc1cccc(-c2nc3ccccc3o2)c1	92	·	6	1	9	1536	-1	0.9	-3	13	1.1
CC(=O)N1CCC(N(C(=O)Nc2c(F)cccc2F)C(C)C)CC1	101	·	2	-5	7	1530	7	1	-6	-10	1
Cc1cc(Cl)ccc1C(=O)C1CCCN(C(=O)c2snnc2C)C1 (centres undefined)	101	0.6	5	-1	3	1582	4	0.9	5	0	1
Brc1ccc(CN2CCN(c3ccccn3)CC2)s1	90	-1.5	2	2	17	1501	1	1	2	-1	1.1
O=C(O)CC/C(=N\NC(=O)c1ccccc1Br)c1ccccc1	101	-0.014	13	7	2	1678	5	0.9	1	4	1.1
O=C(COc1cc(Cl)c(Cl)cc1Cl)NCCc1ccccn1	96	-1.4	-5	5	12	1825	4	1.1	3	-4	1
Cc1cc(Cl)ccc1OC(C)c1nnc(N)s1 (centres undefined)	109	-0.00083	24	8	-11	1615	3	0.8	1	4	1
CS(=O)(=O)Nc1ccc(C(=O)NCCSCc2ccccc2)cc1	96	0.42	-18	1	9	1362	2	1.2	1	4	1
CCNC(=S)N1CCN(c2cccc(C(F)(F)F)c2)CC1	82	1	-16	10	20	1698	9	1.2	7	6	1
CCOC(=O)/C=C/C(=O)Nc1ccccc1-c1ccccc1NC(=O)/C=C/C(=O)OCC	110	-0.29	8	7	-12	1582	1	0.9	3	2	1.1
COc1ccc(S(=O)(=O)N(CC(=O)NC2CC2)C2CCCCC2)cc1Cl	100	·	-5	-4	6	1411	10	1	-6	-1	1
O=C(COc1ccc(Cl)cc1)NCC(=O)N/N=C/c1cccs1	103	0.027	3	11	1	1560	5	1	2	-2	1
C=CCNC(=S)N(CC=C)C1CCS(=O)(=O)C1 (centres undefined)	89	1.1	1	-8	16	1351	0	1	1	3	1
COc1ccc(C(=O)/C(C)=N/O)cc1OC	102	0.0017	8	8	1	1646	11	0.9	4	5	1
CC(=C/c1ccco1)/C=N/NC(=O)c1nnn(-c2nonc2N)c1CN(C)C	79	0.3	-17	8	31	1609	4	1.2	2	8	1
CCOC(=O)c1sc(NC(=O)CNC(=O)Cn2cnc3sc(C)c(C)c3c2=O)nc1C	103	·	-6	-2	0	1426	-2	1.1	-4	-4	1
CNC(=S)N1CCN(c2ccccc2OC)CC1	88	0.25	4	1	20	1732	4	1	18	3	1
Cc1cccc(C(=O)NNS(=O)(=O)c2ccccc2[N+](=O)[O-])c1	107	·	-15	3	-8	1639	1	1.1	2	-2	1
